# Assay outcomes from PubChem BioAssay.
# TTR transcr act: increases transthyretin transcription | SH-SY5Y TTR promoter Gaussia luciferase, luminescence; 100% = recombinant luciferase protein wells | activation, % at 16.7 µM | 92,000 compounds, 1.3% hits | AID 1117267;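 active means activation above the mean of all tested compounds plus 3 SD, cut at about 9.5% in these data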;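 further: cells exposed to compounds for one day before reading; 0% = median of all test compound wells on the plate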
# * hit, by the source's call.
nr	compound	TTR transcr act
1	CCCCCCn1c(=O)n2n(c1=O)[C@@H]1CN(S(=O)(=O)c3ccc(C)cc3)C[C@]1(O)[C@@H](OC(=O)Nc1cccs1)C2	1.8
2	CSc1ccc(CN2C(=O)NC3(CCCCCC3)C2=O)cc1	1.6
3	CCCS(=O)(=O)Nc1ccc(Nc2c3ccccc3nc3ccccc23)c(OC)c1	-4.1
4	CCOc1ccc(S(=O)(=O)NCCC(=O)OCC(=O)N2CC(=O)Nc3ccccc32)cc1	-0.1
5	O=C(COc1ccccc1)Nc1nnc(S(=O)(=O)N2CCCCCC2)s1	-1.2
6	COc1ccc(NS(=O)(=O)c2cccc(NC(=O)C3=NN(c4ccccc4)C(=O)CC3)c2)cc1	-2.9
7	Cc1ccc2c(CC(=O)N3CCN(S(=O)(=O)c4cccs4)CC3)coc2c1	-1.7
8	COc1cc(/C=N/Nc2ccccn2)ccc1O	0.6
9	COc1ccc(CNC(=O)C2(CC3CC(c4ccccc4)=NO3)CCN(C(=O)c3cccc(O)c3)CC2)cc1 (configuration not stated)	-2.7
10	CCC(C)n1c(S(=O)(=O)O)nc2ccccc21 (configuration not stated)	-0.3
11	CCOc1ccc(Nc2nc(N)c([N+](=O)[O-])c(NCc3ccccc3)n2)cc1	-0.4
12	Cn1nc(-c2ccccc2)cc1NS(=O)(=O)c1ccc(C#N)cc1	1.2
13	CC(CN1CCOCC1)OC(=O)c1ccc(Br)cc1 (configuration not stated)	-4.3
14	Cc1ccc(OCC(=O)NNC(=O)C2CCN(c3ncnc4sc(C)c(C)c34)CC2)cc1	1.5
15	O=[N+]([O-])c1ccc(/C=N/N2CCCCC2)cc1	3.0
16	Cc1cccc(C)c1NC(=O)CN1CCC(Cc2ccccc2)CC1	1.8
17	C=CCN(c1ccccc1)S(=O)(=O)c1ccc(Cl)c(C(=O)OCC(=O)c2[nH]c(C)c(C(C)=O)c2C)c1	-1.2
18	O=Nc1c(O)[nH]c2ccc(Cl)c(Cl)c12	0.0
19	Cc1ccc(S(=O)(=O)N2CCN(C(=O)C3CCCCC3)CC2)cc1	4.5
20	COc1cccc(-c2ccc(C#N)c(=O)[nH]2)c1	0.1
21	CC(=O)Nc1ccc(N/C(C)=C/C(=O)c2cccnc2)cc1	4.4
22	CC(C)(C)c1ccc(C(=O)NCCC(=O)NCc2ccco2)cc1	0.5
23	CCCCC(=O)NCc1ccccc1Cl	1.0
24	Cc1cccc(-[n+]2c(-c3cccc(Br)c3)[nH]c3nc4ccccc4nc32)c1	-1.4
25	O=C(NNc1ncnc2ccccc12)c1cccc(Cl)c1	-2.3
26	COc1ccc(-c2csc(NC(=O)CCNC(=O)c3ccco3)n2)cc1OC	-2.1
27	O=C(NCCN1CCCOC1=O)C(=O)NCCN1CCCOC1=O	0.9
28	CCOc1nc2cnccc2n(CC(=O)Nc2cccc(C)c2)c1=O	2.0
29	O=C(Nc1nc2c(s1)CCCC2)c1ccc2ncsc2c1	-2.0
30	CCC(=O)N1CCC1(C)C(=O)NCc1ccc(SC)cc1 (configuration not stated)	-1.3
31	O=C(Nc1ccncc1)c1ccc(-c2ccccc2)cc1	-3.3
32	O=S1(=O)CCOC[C@H](CC2CCCCC2)N1Cc1ccc(F)cc1	0.8
33	COc1ccc([C@H]2Oc3cc(O)cc(O)c3C(=O)C2[C@@H]2C(=O)c3c(O)cc(O)cc3O[C@@H]2c2ccc(OC)cc2)cc1 (some centres not stated)	-1.2
34	Cc1ccc(S(=O)(=O)n2c3ccc(Cl)cc3c3nc(C)sc32)cc1	18*
35	CC1CN(Cc2ccccc2)C(=O)N(c2ccccc2)C1=O (configuration not stated)	-0.7
36	CC(=O)Nc1cc(C(C)(C)C)c(O)c(C(C)(C)C)c1	3.3
37	C[C@H]1CC[C@@]2(O[C@@H](CCO)C[C@@H](O)[C@@H]2O)O1	1.2
38	O=c1[nH]c2cc3c(cc2cc1CN(Cc1nnnn1CC1CCCO1)C1CCCCC1)OCO3 (configuration not stated)	3.6
39	O=C(/C=C/c1ccccc1[N+](=O)[O-])NCc1ccccc1Cl	-1.1
40	CNc1ccc(C2(O)C(=O)c3ccccc3C2=O)cc1	1.2
41	COc1cccc(C(=O)NCCSCc2c(F)cccc2Cl)c1	-1.1
42	COc1ccccc1NC(=O)N1C2CCCC1CC(NC(=O)c1ccccc1)C2 (configuration not stated)	-1.7
43	COc1ccc(-c2oc3ccc(-c4cc(OC)c(OC)c(OC)c4)cc3c2C(=O)c2ccc(OC)nc2)cc1	1.0
44	CC(C)N(CCc1ccncc1)C(=O)Nc1ccc(F)cc1	0.5
45	Cn1c(=O)[nH]c(=O)c2c1nc(Br)n2C/C=N/NC(=O)c1ccccc1	2.0
46	COc1cccc(NC(=O)CSc2nnnn2C(C)C)c1	0.8
47	Cc1nc(-c2ccc(Cl)cc2)sc1C1(C)CC(c2ccc([N+](=O)[O-])cc2)=NO1 (configuration not stated)	-1.0
48	COc1ccccc1C1C2C(=O)N(c3ccccc3)C(=O)C2ON1c1ccccc1 (configuration not stated)	2.9
49	O=C(Nc1ccnc(-c2cccnc2)n1)c1ccc(Cl)cc1	1.1
50	CC1CN(Cc2nnc(-c3ccccc3)o2)CC(C)O1 (configuration not stated)	2.0
51	COCCn1c(N)c(C#N)c2nc3ccccc3nc21	-0.9
52	CCOC(=O)C1CCCN(C(=O)c2cccc(S(=O)(=O)N3CC(C)OC(C)C3)c2)C1 (configuration not stated)	-0.9
53	COc1cc(C2C(C(C)=O)=C(O)C(=O)N2CCc2c[nH]c3ccccc23)ccc1O (configuration not stated)	4.6
54	CC(C)(C)OC(=O)N1CCC2(CC1)Oc1ccc(F)cc1C(=O)C21CC(c2ccccc2)=NO1 (configuration not stated)	5.5
55	Cc1cccc(CNC(=O)C2CCC(=O)N(C3CC3)C2)c1 (configuration not stated)	0.2
56	O=C(C/C(=N/O)c1ccccc1O)C(F)F	1.8

# (cont.)
nr	compound	TTR transcr act
57	COCC(=O)N(C)c1nnc(-c2cnc(C)cn2)s1	9.7*
58	CCCOc1ccc(CC2CCC(=O)NC2=O)cc1 (configuration not stated)	2.4
59	CC(=O)Nc1ccc(S(=O)(=O)Nc2nc3ccccc3nc2Nc2ccccc2)cc1	-2.8
60	COc1ccc(Cl)cc1NC(=O)C1CC(c2ccccc2O)=NO1 (configuration not stated)	3.7
61	CSCCC(C(=O)NCc1ccccc1)n1c(Cc2cc(F)cc(F)c2)nc2ccccc21 (configuration not stated)	0.9
62	COc1cc(NC(=S)N(C)CCC#N)c(OC)cc1Cl	11*
63	COc1ccc(CNC(=O)CN(Cc2ccco2)C(=O)CNS(=O)(=O)c2ccc(C)cc2)cc1	1.3
64	Cc1ccc(CN2CCCCC(NC(=O)Nc3ccccc3F)C2=O)cc1 (configuration not stated)	-1.6
65	COc1cccc(CN(C)C(=O)CCc2nnc(-c3ccsc3)o2)c1	2.1
66	OCCCN=c1cc(-c2ccccc2)oc2ccc(Cl)cc12	5.0
67	Cc1cc(C(=O)COC(=O)c2ccncc2)c(C)n1CCc1ccc(F)cc1	5.2
68	Cc1cc(C)c2nc(N3C(=O)C(O)=C(C(=O)c4ccco4)C3c3ccco3)sc2c1 (configuration not stated)	-0.6
69	COc1cccc(C(=O)OCC(=O)c2c(N)n(C)c(=O)n(C)c2=O)c1	-1.8
70	COc1ccc(C(=O)NCC(=O)N2CCC(Cc3ccccc3)CC2)cc1OC	-3.3
71	COc1ccc(N(CC(=O)NCCC2=CCCCC2)S(=O)(=O)c2ccccc2)cc1OC	-0.1
72	CCOC(=O)N1CCN(C(=O)c2ccc(Cn3c(=S)[nH]c4cc(OCC)c(OCC)cc4c3=O)cc2)CC1	-2.2
73	O=C(c1[nH]c(C(F)(F)F)nc1-c1ccccc1)N1CCOCC1	1.8
74	CCOC(=O)[C@@]12CCC3=C1N(CCC3)C(=O)[C@H](CC(=O)NCCCOC)C2	-0.2
75	Nc1c2c(=O)[nH]c(O)cc2nn1-c1ccccc1	1.3
76	COc1ccc(N2CCN(C(=O)C3=NNC(=O)CC3)CC2)cc1	-2.1
77	Cn1cccc1/C=N/NC(N)=S	0.5
78	Cc1ccsc1C(=O)N1CCN(c2ncc(C(F)(F)F)cc2Cl)CC1	-1.7
79	CCOc1cc(C)c(Cl)cc1S(=O)(=O)NCCOC	-1.4
80	O=C(NC1CCS(=O)(=O)C1)C1C2CC3CC(C2)CC1C3 (configuration not stated)	1.1
81	CCC(=O)N1CCCc2cc(S(=O)(=O)N3CCN(C4CCCCC4)CC3)ccc21	1.4
82	Cc1cccc(NC(=O)N2CCC(NC(=O)c3ccccc3C)CC2)c1	-1.1
83	c1ccc(-c2ncnc3nc4n(c23)CCC4)cc1	-1.1
84	O=C(NC(c1ccc(-c2ccccc2)cc1)c1cnccn1)C1CCN(CCOc2ccc(F)cc2)CC1 (configuration not stated)	-4.2
85	COC(=O)c1ccc2ccn(CC(=O)NC3CCCCC3)c2c1	0.4
86	CCOC(=O)C1=CN(Cc2ccco2)S(=O)(=O)NC1c1ccc(F)c(Cl)c1 (configuration not stated)	1.1
87	Cc1ccc2c(CC(=O)N3CCN(S(=O)(=O)c4ccc5c(c4)OCCO5)CC3)coc2c1	-0.3
88	COc1cc2c(c(OC)c1OC)CCc1cnoc1-2	1.9
89	CCS(=O)(=O)c1nc(S(=O)(=O)c2ccc(C)cc2)c(NCCN2CCOCC2)s1	3.1
90	COC(=O)[C@]1(Cc2ccccc2)N[C@H](c2ccc(-c3ccc4c(c3)OCO4)cc2)[C@@H]2C(=O)N(C)C(=O)[C@@H]21	-0.3
91	COc1ccc2nc(C)c(C(N)=O)cc2c1	0.9
92	CC(=O)Nc1sc(N/N=C\c2cccc(Cl)c2)nc1-c1cccs1	1.9
93	O=C(CNCc1ccc(Cl)cc1)Nc1cccc(C(=O)O)c1	-1.3
94	O=C(Nc1cccc(F)c1)N(Cc1ccc(Cl)cc1)CC(O)C(F)(F)F (configuration not stated)	3.6
95	Cc1cc(=S)[nH]c2ccccc12	3.0
96	CCC(C)N(C(=O)COC(=O)/C=C/c1ccc(O)c(OC)c1)C1CCS(=O)(=O)C1 (configuration not stated)	2.9
97	COc1ccccc1NC(=O)c1ccc([N+](=O)[O-])o1	-1.9
98	CCCN(C(=O)CSCc1ccc(C)cc1)c1c(N)n(Cc2ccccc2)c(=O)[nH]c1=O	-0.5
99	CC(C)(C)c1ccc(C(=O)CC(Sc2ccc(Cl)cc2)C(=O)O)cc1 (configuration not stated)	-1.4
100	Cc1sc2nc(CN3CCCC3)nc(N3CCN(S(=O)(=O)c4cccc(F)c4)CC3)c2c1C	0.2
101	CC(C)CC(NC(=O)C(Cc1ccc(OCc2ccccc2)cc1)NC(=O)OC(C)(C)C)C(N)=O (configuration not stated)	-3.2
102	Cc1c(F)cccc1NS(=O)(=O)c1ccccc1C#N	1.1
103	CN(C)c1ccc(/C=N/NC(=O)c2ccc(Cl)cc2)cc1	-0.8
104	Cc1cc(C)nc(N/C(=N/S(=O)(=O)Cc2ccccc2)Nc2ccccc2)n1	-0.4

# Shown field by field: part of the list above
80) O=C(NC1CCS(=O)(=O)C1)C1C2CC3CC(C2)CC1C3 (configuration not stated)
  TTR transcr act: 1.1
76) COc1ccc(N2CCN(C(=O)C3=NNC(=O)CC3)CC2)cc1
  TTR transcr act: -2.1

# New compounds follow
nr	compound	TTR transcr act
105	CCC(NC(=O)CCC(=O)N1CCN(S(=O)(=O)c2ccc(C)cc2)CC1)c1ccc(C)cc1 (configuration not stated)	-1.2
106	COC(=O)C(Cc1ccc(OC(=O)c2ccccc2C)cc1)N1Cc2ccccc2C1=O (configuration not stated)	3.6
107	CN(C)c1ccc(CNc2ncc(Br)cc2Br)cc1	1.6
108	COC(=O)c1cc(NC(=O)COC(=O)C2CCC2)cc(C(=O)OC)c1	-0.7
109	CCN(CC)C(=O)C1=C(C)N(CCC2=CCCCC2)C(=O)C(CC(=O)NCC2CCCCC2)C1 (configuration not stated)	2.0
110	O=C(CSc1nc2ccccc2n1Cc1ccccc1Cl)N/N=C/c1ccccc1C(=O)O	0.1
111	Cc1c[n+]([O-])cc(C)c1[N+](=O)[O-]	-0.4
112	CCN1CCn2c3c(c4cccc(C)c42)CCCC31 (configuration not stated)	0.9

# 3 entries from above, as labelled records:
105	CCC(NC(=O)CCC(=O)N1CCN(S(=O)(=O)c2ccc(C)cc2)CC1)c1ccc(C)cc1 (configuration not stated)
  TTR transcr act: -1.2
106	COC(=O)C(Cc1ccc(OC(=O)c2ccccc2C)cc1)N1Cc2ccccc2C1=O (configuration not stated)
  TTR transcr act: 3.6
107	CN(C)c1ccc(CNc2ncc(Br)cc2Br)cc1
  TTR transcr act: 1.6

# Next part
nr	compound	TTR transcr act
113	c1ccc(-c2ccc3ccccc3n2)cc1	0.0
114	Cc1cc(S(=O)(=O)NCCc2ccncc2)cc(C)c1F	5.3
115	Oc1c(Br)cc(Br)cc1C=Nc1ccc2c(c1)OCCO2	-0.7
116	Cc1cccc(C)c1-n1nnnc1C1(C)CCC(=O)N1c1ccc(N2CCOCC2)cc1 (configuration not stated)	1.6
117	C=CCOCCn1[nH]c2ccccc2c1=O	4.2
118	N#Cc1cc2cc3c(cc2nc1Cl)OCCO3	-0.5
119	CC[C@@]1(c2ccc(C)cc2)C(=O)N(C(=O)OC(C)C)N1C(=O)OC(C)C	0.5
120	O=c1ccn(C2CCCO2)c(=O)[nH]1 (configuration not stated)	-0.5

# Reformatted: entries from further up
(114) Cc1cc(S(=O)(=O)NCCc2ccncc2)cc(C)c1F
  TTR transcr act: 5.3

(115) Oc1c(Br)cc(Br)cc1C=Nc1ccc2c(c1)OCCO2
  TTR transcr act: -0.7

# Remaining list, next part.
nr	compound	TTR transcr act
121	CCn1c(=S)[nH]c2cc(Cl)ccc21	0.0
122	Cc1cccc(-n2ccnc2SCC(=O)Nc2nccs2)c1	-1.9
123	C/C(=N\NC(=O)c1ccn[nH]1)c1cn(C)nc1C	2.1
124	CCc1nnc(NC(=O)CCC(=O)NCc2ccc(OC)cc2)s1	-1.4
125	C/C(=N\N1CCN(Cc2ccccc2)CC1)c1ccco1	2.4
126	N#Cc1c(Cl)cccc1N1CCCC1	0.9
127	O=C(CC1(O)C(=O)Nc2ccccc21)c1ccccc1 (configuration not stated)	3.7

# Only part of the results is shown, so the mix of outcomes need not match the whole.
